KCNQ2 inh = KCNQ2 potassium channel inhibitors, primary screen, cell-based, CHO-K1, FluxOR thallium flux, B-score (AID 2156); O88943; 20 min; active compounds read low; B-score at 10 µM; hit rate 1.1% among 310,000;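 active means fluorescence ratio B-score at most minus 3 library SDs, with starting brightness B-score within 2 library SDs, cut at about -5.5 in these data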
STK33 kinase inh = human STK33 kinase inhibition; Q9BYT3; purified STK33, MBP phosphorylation, ADP-Glo luminescence; inhibition, % at 10 µM; hit rate 0.073% among 320,000;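 active means inhibition at or above 25%, using the most active replicate where run in duplicate; inactive means inhibition below 25%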
OX1R antag = blocks the human orexin 1 receptor; inhibition, % at 6.6 µM; OX1R-expressing cells, FRET antagonist read-out; hit rate 1.8% among 330,000; AID 485270; in the data active means inhibition mostly above about 38%, no sharp cut-off; inactive means mostly below about 40%;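 further: 0% = agonist challenge alone and 100% = reference antagonist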
Target sequence (O43613 whole entry, looked up): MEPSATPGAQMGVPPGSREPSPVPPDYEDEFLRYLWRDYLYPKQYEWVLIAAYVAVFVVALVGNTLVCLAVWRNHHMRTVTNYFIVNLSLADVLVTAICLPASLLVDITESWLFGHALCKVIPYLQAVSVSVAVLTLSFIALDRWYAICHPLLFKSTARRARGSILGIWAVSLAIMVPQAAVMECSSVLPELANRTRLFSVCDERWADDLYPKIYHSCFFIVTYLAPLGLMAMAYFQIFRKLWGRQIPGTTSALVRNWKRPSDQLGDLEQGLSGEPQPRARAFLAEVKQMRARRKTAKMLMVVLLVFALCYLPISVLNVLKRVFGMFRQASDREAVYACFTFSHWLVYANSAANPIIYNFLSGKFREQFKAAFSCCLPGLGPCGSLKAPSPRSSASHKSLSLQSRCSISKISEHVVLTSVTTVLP
Numbers without * were called inactive; i = inactive; x = not tested or not shown.

item | compound | KCNQ2 inh | STK33 kinase inh | OX1R antag
1 | COc1ccc(C(C(=O)NC(C)(C)C)N(Cc2cccs2)C(=O)CCC(=O)Nc2cc(C)on2)cc1 (stereo not given) | i | -0.1 | 30.5
2 | Cc1c(CC(=O)N2CCN(C(=O)C3COc4ccccc4O3)CC2)c(=O)oc2c(O)c(O)ccc12 (stereo not given) | i | -1.6 | 3.4
3 | COc1cc(C(=O)NCCc2c[nH]c3ccccc23)ccc1OCc1c(C)noc1C | i | 0.5 | 12.8
4 | CCOC(=O)N1CCN(c2nc3ccccc3nc2C(C#N)C(=O)NCCc2ccccc2)CC1 (stereo not given) | -8.65* | 1.1 | 8.7
5 | CC1Cc2ccccc2N1Cc1cc(=O)n2ccsc2n1 (stereo not given) | x | 0.4 | 37.3
6 | CC1CCN(S(=O)(=O)c2ccc(N/N=C(/C#N)C(N)=O)cc2)CC1 | i | -0.6 | 12.3
7 | Cc1c(C(=O)NCC2CCCO2)oc2ccc(Br)cc12 (stereo not given) | i | x | 24.5
8 | CC(C)(C)n1nc2c(c1NC(=O)c1c(F)cccc1F)CS(=O)(=O)C2 | i | 0.0 | 12.4
9 | CCN(CC)CC(=O)c1c[nH]c2ccc(C)cc12 | x | -0.9 | 19.9
10 | Cc1ccccc1OCC(O)Cn1c(NCc2ccco2)nc2c1c(=O)[nH]c(=O)n2C (stereo not given) | i | -0.9 | -1.5
11 | O=[N+]([O-])c1c(C(Cl)Cl)nn(-c2ccccc2)c1N1CCCC1 | i | -0.8 | 17.2
12 | COc1cccc(CNC(=O)C(=O)NCCc2ccc(OC)c(OC)c2)c1 | i | -1.9 | 11.7
13 | Cc1ccccc1OCCC(=O)NNC(=O)COc1cccc(F)c1 | x | -1.0 | 3.4
14 | Cc1ccc(-c2cc3ncc(C#N)c(N)n3n2)cc1 | i | -0.8 | 4.6
15 | O=C1N=C(C=c2ccc(=Cc3[nH]c(=O)[nH]c3O)cc2)C(=O)N1 | i | 4.1 | 40.9

Seven records drawn at random from those above, as already listed:
item | compound | KCNQ2 inh | STK33 kinase inh | OX1R antag
2 | Cc1c(CC(=O)N2CCN(C(=O)C3COc4ccccc4O3)CC2)c(=O)oc2c(O)c(O)ccc12 (stereo not given) | i | -1.6 | 3.4
9 | CCN(CC)CC(=O)c1c[nH]c2ccc(C)cc12 | x | -0.9 | 19.9
14 | Cc1ccc(-c2cc3ncc(C#N)c(N)n3n2)cc1 | i | -0.8 | 4.6
15 | O=C1N=C(C=c2ccc(=Cc3[nH]c(=O)[nH]c3O)cc2)C(=O)N1 | i | 4.1 | 40.9
1 | COc1ccc(C(C(=O)NC(C)(C)C)N(Cc2cccs2)C(=O)CCC(=O)Nc2cc(C)on2)cc1 (stereo not given) | i | -0.1 | 30.5
5 | CC1Cc2ccccc2N1Cc1cc(=O)n2ccsc2n1 (stereo not given) | x | 0.4 | 37.3
10 | Cc1ccccc1OCC(O)Cn1c(NCc2ccco2)nc2c1c(=O)[nH]c(=O)n2C (stereo not given) | i | -0.9 | -1.5

(more compounds)
item | compound | KCNQ2 inh | STK33 kinase inh | OX1R antag
16 | O=C(NCCN1CCOCC1)c1c(O)nc2sccn2c1=O | i | x | 14.2
17 | CCCCn1nc(NC(=O)c2cccs2)c2cc3cc(OC)ccc3nc21 | i | -5.8 | 46.5
18 | COc1ccc2[nH]c(C(=O)NCCc3ccccc3)cc2c1 | i | 0.3 | 2.5
19 | COc1cccc(NC(=O)c2c(C)nn(-c3ccccc3)c2Cl)c1 | i | -19.3 | x
20 | Cc1noc(C)c1S(=O)(=O)N(CC(=O)NCCc1ccccc1)c1ccc(C(C)C)cc1 | i | 0.5 | 19.5
21 | Cc1ccccc1-n1ncc2c1CC(C)(C)CC2NC(=O)c1ccncc1 (stereo not given) | i | -0.2 | 5.1
22 | CCN(CC)C(=O)c1ccc(C(=O)Nc2ccc(F)cc2)cc1 | x | -0.2 | 33.4
23 | CCOc1nc(Nc2ccc(OC)c(Cl)c2)nc(OCC)n1 | i | -0.6 | 12.1
24 | COc1ccccc1CCC(=O)OCC(=O)Nc1cccc(S(=O)(=O)N2CCCCC2)c1 | i | 2.9 | 4.4
25 | CC(=O)c1c(C)oc(C)c1CSCc1ccc(C(=O)O)o1 | i | 0.3 | 22.7
26 | COc1ccc(NC(=O)CC2Nc3cc(C)c(C)cc3NC2=O)c([N+](=O)[O-])c1 (stereo not given) | i | -1.3 | 2.4
27 | O=C(NCc1ccccn1)C1COc2ccccc2O1 (stereo not given) | i | 0.3 | 4.1
28 | CCN(CC)C(=O)COc1ccc2oc(-c3ccco3)cc(=O)c2c1 | i | 0.8 | 37.4
29 | Cc1cccc(NC(=O)CCc2c(C)nn(-c3ccc(N4CCCCC4)nn3)c2C)c1 | i | -1.7 | 12.4
30 | CCOC(=O)c1cc(CC)sc1NC(=O)COC(=O)C1CCC1 | i | 1.0 | 19.5

Other entries
item | compound | KCNQ2 inh | STK33 kinase inh | OX1R antag
31 | O=C(NNC(=O)C1CCCO1)c1ccc(Cl)cc1 (stereo not given) | i | -1.1 | 19.9
32 | O=C(CN1C(=O)CCC1=O)c1ccc(-c2ccccc2)cc1 | i | -0.2 | 8.9
33 | COc1ccc(NC(=O)COc2ccccc2F)cc1S(=O)(=O)N1CCCCC1 | i | -0.4 | 5.1
34 | O=C(Cn1cc2c(n1)CCCCC2)Nc1c(F)cc(F)cc1Br | i | -0.9 | 9.7
35 | O=C(CSc1nnc(-c2c[nH]c3ccccc23)n1-c1ccc(F)cc1)NCc1ccco1 | i | -0.5 | 17.8
36 | CCOc1ccccc1NC(=O)c1ccc(Cl)c(NC(=O)CC(c2ccccc2)c2ccccc2)c1 | i | -1.9 | 8.8
37 | COc1ccc(-c2csc(Nc3cccnc3)n2)cc1OC | i | 0.3 | 36.5
38 | COc1ccc(CN2CCOCC2)cc1Br | i | 0.3 | 6.7
39 | O=C1/C(=C/c2ccc([N+](=O)[O-])cc2)C=C(c2ccccc2)N1c1ccc(O)cc1 | i | 0.5 | 6.1
40 | CCOC(=O)c1c(NC(=O)c2nn(CC)cc2Br)sc(C)c1C | i | -0.2 | 16.7
41 | COCCNC(=O)C(c1cccs1)N(CCc1ccccc1)C(=O)Cn1nnc2ccccc21 (stereo not given) | i | -3.8 | 21.6
42 | Cn1c(SCC(=O)NCc2ccco2)nnc1-c1c[nH]c2ccccc12 | i | 0.1 | 10.0
43 | COCCC(=O)N1CCC(Oc2ccc(C(=O)NCCc3cnn(C)c3)cc2)CC1 | i | -1.7 | 14.9
44 | N#Cc1cc2c(nc1SCC(=O)Nc1sc3c(c1C#N)CCC3)CCCCCC2 | i | -1.5 | 4.9
45 | COC(=O)c1[nH]c2ccc(Cl)cc2c1NC(=O)c1ccccc1[N+](=O)[O-] | i | -1.4 | 19.9

Some of these compounds in order of molar mass, smallest number first.
item | compound | KCNQ2 inh | STK33 kinase inh | OX1R antag
31 | O=C(NNC(=O)C1CCCO1)c1ccc(Cl)cc1 (stereo not given) | i | -1.1 | 19.9
42 | Cn1c(SCC(=O)NCc2ccco2)nnc1-c1c[nH]c2ccccc12 | i | 0.1 | 10.0
40 | CCOC(=O)c1c(NC(=O)c2nn(CC)cc2Br)sc(C)c1C | i | -0.2 | 16.7
44 | N#Cc1cc2c(nc1SCC(=O)Nc1sc3c(c1C#N)CCC3)CCCCCC2 | i | -1.5 | 4.9
35 | O=C(CSc1nnc(-c2c[nH]c3ccccc23)n1-c1ccc(F)cc1)NCc1ccco1 | i | -0.5 | 17.8

A second format for part of the listing above:
Every second line gives: KCNQ2 inh, STK33 kinase inh, OX1R antag
43: COCCC(=O)N1CCC(Oc2ccc(C(=O)NCCc3cnn(C)c3)cc2)CC1
→ i, -1.7, 14.9
34: O=C(Cn1cc2c(n1)CCCCC2)Nc1c(F)cc(F)cc1Br
→ i, -0.9, 9.7
32: O=C(CN1C(=O)CCC1=O)c1ccc(-c2ccccc2)cc1
→ i, -0.2, 8.9
31: O=C(NNC(=O)C1CCCO1)c1ccc(Cl)cc1 (stereo not given)
→ i, -1.1, 19.9

Entries by screen from the list.
Entries 35 to 40 in KCNQ2 inh read i, i, i, i, i, i
Entries 35 to 40 in OX1R antag read 17.8, 8.8, 36.5, 6.7, 6.1, 16.7
Entries 35 to 40 in STK33 kinase inh read -0.5, -1.9, 0.3, 0.3, 0.5, -0.2

Following part:
46: COc1ccc(C2(c3ccc(OC)cc3)NC(=O)N(CC(=O)Nc3ccc(N4CCOCC4)cc3)C2=O)cc1
47: C[C@@H](C(=O)NCc1ccccc1)[C@H]1C[C@]1(C)[C@H](NC(=O)OCc1ccccc1)c1ccccc1
48: COc1ccc(C2CC(=O)n3c(nc4ccccc43)S2)cc1OC (stereo not given)
49: CCCCCCCCOC1OC(CO)C(O)C(O)C1NC(C)=O (stereo not given)
50: N=c1c(C(=O)NCC2CCCO2)cc2c(=O)n3ccccc3nc2n1Cc1ccccc1Cl (stereo not given)
51: O=C(NC(=S)N1CCOCC1)c1ccccc1Cl
52: O=C(Cc1ccccc1F)Nc1nc(-c2cccnc2)cs1
53: Nc1c(N=Nc2cccc(Cl)c2)c(=O)[nH]n1-c1ccccc1

Compound,46,47,48,49,50,51,52,53
KCNQ2 inh,i,i,i,i,i,i,i,i
STK33 kinase inh,-2.1,0.1,1.4,-1.4,-0.9,-2.0,3.9,-1.0
OX1R antag,1.8,17.2,17.7,16.9,30.4,5.8,34.9,14.2

54: CCOC(=O)c1cn(CC(=O)Nc2ccc3c(c2)OCCO3)nn1
55: CS(=O)(=O)c1ccc2nc(NC(=O)CN3C(=O)NC4(CCCC4)C3=O)sc2c1
56: CCOc1ncccc1C(=O)NCCc1ccc(Cl)cc1
57: N/C(=N\OC(=O)CC1CCCCC1)c1ccccc1
58: CN1CCC(=NNc2ccc(S(=O)(=O)N3CCOCC3)cc2[N+](=O)[O-])CC1
59: CC#CCc1cc2ccccc2c(=O)o1
60: CCC(=O)N(Cc1cc2cccc(C)c2[nH]c1=O)c1ccccc1OC

Compound,54,55,56,57,58,59,60
KCNQ2 inh,i,i,i,i,i,i,i
STK33 kinase inh,-0.1,-3.2,-1.1,2.9,-0.7,0.3,-0.8
OX1R antag,3.5,10.8,7.5,1.6,49.6,21.1,7.1

Source: PubChem
